Bioassay records as filed in PubChem.
Bcl-B Bim block: inhibitors of Bim-Bcl-B binding, primary screen, biochemical, multiplexed, human Bcl-2 family | Bcl-2-like protein 10 (Homo sapiens), Q9HD36 | bead-based flow cytometry, Bim peptide-Bcl-B binding | inhibition, % at 10 µM | 190,000 tested, 0.073% active | AID 951, 2007;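 also: 0% = tracer peptide without compound and 100% = reference inhibitor peptide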
Target sequence (Q9HD36 whole entry, looked up): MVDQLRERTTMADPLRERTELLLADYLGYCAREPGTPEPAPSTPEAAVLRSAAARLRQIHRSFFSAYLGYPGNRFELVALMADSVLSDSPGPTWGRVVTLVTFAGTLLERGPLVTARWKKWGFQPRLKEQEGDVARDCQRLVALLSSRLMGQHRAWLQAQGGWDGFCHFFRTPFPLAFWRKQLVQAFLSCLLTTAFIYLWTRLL
Bcl-W Bim block: inhibitors of Bim binding to Bcl-W, primary screen, biochemical, multiplexed, bead-based flow cytometry. Bcl-2-like protein 2 (Homo sapiens), Q92843. Bim peptide-Bcl-W binding. inhibition, % at 10 µM. 190,000 tested, 0.02% active. AID 952, 2007;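 also: 0% = bound tracer without compound and 100% = peptide blocker; higher means less fluorescent Bim peptide bound to Bcl-W beads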
Target sequence (Q92843 whole entry, looked up): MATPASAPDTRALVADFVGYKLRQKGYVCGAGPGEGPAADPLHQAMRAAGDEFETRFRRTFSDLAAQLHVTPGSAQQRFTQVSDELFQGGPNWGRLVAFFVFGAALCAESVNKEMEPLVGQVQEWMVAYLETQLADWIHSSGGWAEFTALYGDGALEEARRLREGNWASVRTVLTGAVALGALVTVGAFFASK
Mcl1-Bid inh: Mcl-1/Bid binding inhibitors, primary screen, biochemical, TR-FRET, 1536-well | Induced myeloid leukemia cell differentiation protein Mcl-1 (Homo sapiens), Q07820 | TR-FRET Mcl-1/Bid-Dy647 peptide binding | inhibition, % at 21.7 µM | 220,000 tested, 0.97% active;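 active = compounds that cut the binding signal by more than half at the single screening dose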;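 also: His-tagged Mcl-1 with europium anti-His antibody binding Bid BH3 peptide; 0% = Mcl-1 plus peptide wells and 100% = peptide-only wells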
Target sequence (Q07820 whole entry, looked up): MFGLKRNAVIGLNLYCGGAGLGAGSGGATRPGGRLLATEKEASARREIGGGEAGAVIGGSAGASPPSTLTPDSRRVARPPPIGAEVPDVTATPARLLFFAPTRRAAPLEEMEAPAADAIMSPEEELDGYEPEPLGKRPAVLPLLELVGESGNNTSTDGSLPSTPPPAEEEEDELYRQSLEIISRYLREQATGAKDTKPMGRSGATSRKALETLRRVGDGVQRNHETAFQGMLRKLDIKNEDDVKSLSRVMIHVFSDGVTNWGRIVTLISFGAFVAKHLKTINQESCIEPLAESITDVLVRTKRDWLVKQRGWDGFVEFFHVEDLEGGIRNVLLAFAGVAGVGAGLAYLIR
RGS7-Gao: RGS7-Galphao binding modulators, primary screen, biochemical, multiplexed bead flow cytometry; Guanine nucleotide-binding protein G(o) subunit alpha (Homo sapiens), P09471; actives lie on both sides; binding response (% of control), % at 10 µM; 220,000 tested, 0.35% active; AID 1439, 2008; in the data active = binding response below about 49% or above about 150%; inconclusive = no clear call, values can overlap the other calls; inactive = in between;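 also: fluorescent Galphao held in activated GDP-AlF4 state binding bead-coupled RGS7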
RGS4-Gao reg: modulators of RGS4 binding to Galphao, primary screen, biochemical, multiplexed bead flow cytometry; Guanine nucleotide-binding protein G(o) subunit alpha (Homo sapiens), P09471; actives lie on both sides; binding response (% of control), % at 10 µM; 220,000 tested, 0.33% active; in the data active = binding response below about 49% or above about 150%; inactive = in between;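 also: fluorescent Galphao activated with aluminum fluoride binding bead-coupled RGS4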
Bim-Bcl-2: inhibitors of Bim-Bcl-2 binding, primary screen, biochemical, multiplexed, human Bcl-2 family; Bead-based flow cytometry, Bim peptide-Bcl-2 binding; 190,000 tested, 0.06% active; Apoptosis regulator Bcl-2 (Homo sapiens), P10415; inhibition, % at 10 µM; in the data active = inhibition above about 40%; inconclusive = no clear call, values can overlap the other calls;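 also: 0% = no compound wells with probe peptide and 100% = reference peptide inhibitor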
Target sequence (P10415 whole entry, looked up): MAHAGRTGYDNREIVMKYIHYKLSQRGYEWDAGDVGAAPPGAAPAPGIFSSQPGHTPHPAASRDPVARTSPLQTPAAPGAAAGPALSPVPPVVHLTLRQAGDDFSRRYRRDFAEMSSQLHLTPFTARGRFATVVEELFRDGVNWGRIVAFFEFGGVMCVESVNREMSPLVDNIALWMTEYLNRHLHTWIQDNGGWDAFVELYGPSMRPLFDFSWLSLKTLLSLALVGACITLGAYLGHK
RGS8-Gao reg: RGS8-Galphao binding modulators, primary screen, biochemical, multiplexed bead flow cytometry; Guanine nucleotide-binding protein G(o) subunit alpha (Homo sapiens), P09471; actives lie on both sides; 220,000 tested, 0.34% active; AID 1423, 2008; response (percent of control binding), % at 10 µM; in the data active = response below about 60% or above about 140%; inactive = in between;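 also: Galphao activated as the GDP aluminium fluoride complex binding bead-coupled RGS8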
Bim-Mcl-1: inhibitors of Bim peptide binding to Mcl-1, primary screen, biochemical, bead-based flow cytometry, multiplex; Induced myeloid leukemia cell differentiation protein Mcl-1 (Homo sapiens), Q07820; Bim peptide-Mcl-1 binding; inhibition, % at 10 µM; 190,000 tested, 0.1% active;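 also: 0% = no compound tracer wells and 100% = peptide blocker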
Bim-Bcl-XL: inhibitors of Bim-Bcl-XL binding, primary screen, biochemical, multiplexed, bead flow cytometry, human Bcl-XL; AID 1007, 2008; 190,000 tested, 0.04% active; Bcl-2-like protein 1 (Homo sapiens), Q07817; inhibition, % at 10 µM; Bim peptide-Bcl-XL binding, fluorescence
Bim-Bfl-1: inhibitors of Bim binding to Bfl-1, primary screen, biochemical, multiplexed, bead-based flow cytometry. Bcl-2-related protein A1 (Homo sapiens), Q16548. Bim-Bfl-1 binding inhibition. inhibition, % at 10 µM. 190,000 tested, 0.12% active;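 also: 0% = wells without compound plus tracer and 100% = blocker peptide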
Mcl1 Noxa PPI: Mcl-1/Noxa binding inhibitors, primary screen, biochemical, TR-FRET, 1536-well; inhibition, % at 21.7 µM; 220,000 tested, 1.5% active; Induced myeloid leukemia cell differentiation protein Mcl-1 (Homo sapiens), Q07820; TR-FRET Mcl-1/Noxa peptide binding, 2 h;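 active = compounds that cut the protein-peptide binding signal by more than 50% relative to plate controls in a single-dose test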;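 also: His-tagged Mcl-1 with rhodamine Noxa BH3 peptide and terbium anti-His antibody; 0% = Mcl-1 plus Noxa peptide wells and 100% = peptide-only wells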
Starred values were filed as active, the others as inactive; ? = inconclusive; · = no result given. Rule as the data show it, unless noted: active = inhibition above about 40%.

canonical_smiles,RGS8-Gao reg,Mcl1-Bid inh,Mcl1 Noxa PPI,Bim-Bcl-XL,Bcl-B Bim block,Bcl-W Bim block,RGS4-Gao reg,RGS7-Gao,Bim-Bfl-1,Bim-Bcl-2,Bim-Mcl-1
CN(C)c1c([N+](=O)[O-])ncn1C,105,-7,-8,-4,-1,-4,103,113,-3,-3,-2
CCOc1ccc(C(=S)N2CCN(C)CC2)cc1,99,-42,7,-10,-48,-1,104,105,3,-3,-9
COc1ccc(C(=O)Oc2c(C)occc2=O)cc1OC,100,-5,-1,1,-7,-1,103,100,-12,-6,0
OC1(c2ccccc2)C/C(=N\n2cnnc2)C=C1c1ccccc1 (centres undefined),102,-19,0,0,-4,-1,95,98,0,-2,0
Cc1ccc(NC(=O)c2c(F)cccc2Cl)cc1NS(C)(=O)=O,102,-4,13,·,·,·,97,?,·,·,·
Cc1cc2ccc(C)c(C)c2nc1SCC#N,96,-36,1,1,-2,4,95,97,-1,-9,-5
CC(C)C(=O)N1CCN(c2ccccc2NC(=O)c2ccc(C#N)cc2F)CC1,103,-12,23,-1,-5,-1,102,103,-3,-1,-3
CCOC(=O)c1c(NC(=O)CSc2ncnc3ccccc23)sc(C)c1C,97,59*,20,-8,-3,-2,93,93,0,-4,0
CCC1=C(OC(=O)N(CC)CC)N2C(=O)OC(=NCCOC)[C@]2(Cc2ccccc2)[C@H]2C1=CC[C@H]1C(=O)N(CC)C(=O)[C@H]12,98,-49,1,·,·,·,97,?,·,·,·
COc1ccc(CNC(=O)C2=CCN(S(=O)(=O)c3ccc(C)cc3)CC2)cc1,101,-15,2,·,·,·,98,?,·,·,·
CCOc1ccc(C(=O)NCCc2ccccc2)cc1,105,-44,-6,0,0,-1,112,113,-2,0,0
NS(=O)(=O)c1ccc(NC(=O)/C=C/c2ccc3c(c2)OCO3)cc1,105,-12,9,0,-2,2,105,103,3,0,-5
Cc1cccc(OCC(=O)Nc2ccccc2C(=O)N2CCOCC2)c1,86,-30,59*,-1,-1,0,92,86,-14,-8,-3
COC(=O)c1ccc(NC(=O)C2C3C=CC(O3)C2C(=O)O)cc1 (centres undefined),103,-15,-11,-1,-4,0,100,93,-14,-7,0
COc1cc(C2C(C(C)=O)=C(O)C(=O)N2CCN(C)C)ccc1O (centres undefined),101,-80,-1,-2,-11,-1,100,100,-14,-9,-2
O=C(Nc1ccc(S(=O)(=O)N2CCOCC2)cc1)C1CCCCC1,102,6,7,-7,-6,2,99,102,-10,-6,0
NNC(=O)c1cccc(S(=O)(=O)Nc2cc(Cl)ccc2Cl)c1,101,31,-2,·,·,·,106,?,·,·,·
CCC(C)(C)NC(=O)C(c1cccn1C)N(Cc1ccc(C)cc1)C(=O)Cn1nnc2ccccc21 (centres undefined),100,-37,13,-6,-7,0,98,100,-16,-10,0
CCOC(=O)N1CCN(C(=O)CN(c2ccc(C)c(C)c2)S(=O)(=O)c2ccccc2)CC1,99,10,5,0,1,0,101,100,0,0,-1
Cc1ccc(NC(=O)CSc2nnc(-c3cccnc3)s2)cc1,112,-23,20,-6,4,-6,105,106,-2,2,0
O=C1CC(C2CCCO2)C(=O)N1c1cccc(Cl)c1 (centres undefined),93,-38,15,0,-3,-2,84,96,-2,0,0
CCOc1ccc2[nH]c(=O)c(CN(Cc3cccs3)Cc3nnnn3C(C)(C)C)cc2c1,104,-11,27,0,-8,1,104,102,-4,-4,1
CCN1CCN(/C=N/c2nc3c(s2)CCCC3)CC1,110,-125,10,-2,-3,-1,106,105,1,-5,-3
N=c1ncn(CC(O)CN2CCOCC2)c2nc(N3CCOCC3)[nH]c12 (centres undefined),103,-31,13,-4,-4,0,99,101,-2,-1,-3
O=C(Cn1nc(-c2ccccc2)ccc1=O)Nc1ccc(-n2cnnn2)cc1,105,-17,15,·,·,·,104,?,·,·,·
Cc1c(C#N)c2ccccc2n1CC(=O)NCCc1c[nH]c2ccccc12,105,-21,15,-5,-8,2,106,104,-8,-3,-3
CC(OC(=O)c1ccccc1)C(=O)NCCC1=CCCCC1 (centres undefined),102,-9,0,0,0,0,104,102,2,2,2
Cc1ccc(-c2nc(CSCC(=O)NCc3cccnc3)c(C)o2)cc1,99,-26,-25,-2,-4,0,98,99,-1,-2,-1
Cc1[nH]c2ccccc2c1C(=O)CSc1ccccc1,99,-40,3,-8,-16,-4,100,104,-16,-4,-18
Cc1ccc2nc(NC(=O)CC3Oc4ccccc4NC3=O)sc2c1 (centres undefined),107,-14,-10,·,·,·,117,?,·,·,·
CCOC(=O)c1[nH]c(C)c(C)c1C,100,-62,2,-1,-1,-3,94,97,-2,-3,-3
Cc1cccc(Nc2c3c(nc4ncnn24)CCC3)c1,102,-24,-15,0,-3,-4,101,100,-6,-4,-2
COc1ncnc2c1oc1nc(CC(C)C)c3c(c12)CCCC3,107,-16,-1,-1,0,-1,111,108,-1,-1,0
COc1ccc2nc(C)cc(SCC(=O)N/N=C/c3ccccc3)c2c1,107,8,-14,-2,0,-1,95,85,6,-2,-4
CC1(C)CC(=O)C2=C(C1)OC(N)=C(C#N)C2C1CC=CCC1 (centres undefined),102,-21,2,-2,-8,0,100,99,-15,-11,-2
COc1ccc(/C=N/NC(=O)c2c(C)nc3ccc(Br)cn23)cc1OC,100,-16,4,·,·,·,99,?,·,·,·
CCn1cc(CN2CCCC(C(=O)c3ccc(-c4ccccc4)c(F)c3)C2)cn1 (centres undefined),99,11,29,·,·,·,98,?,·,·,·
O=C(COc1ccc(Br)cc1)N(CCO)CCO,104,-9,5,-2,0,0,100,104,-4,-5,0
COc1ccccc1N=CC1=C(O)CC(c2ccccc2)CC1=O (centres undefined),103,-6,23,-6,-7,-3,106,108,-2,-3,-2
c1ccc(OCCn2c(-c3ccco3)nc3ccccc32)cc1,95,15,22,-3,-4,0,99,96,-2,0,0
COc1cccc(NC(=O)CN(c2cccc(C(F)(F)F)c2)S(C)(=O)=O)c1,100,-7,9,-4,-6,1,101,97,-17,-9,-1
Cc1cc(N/C=C2\CCCCC2=O)no1,106,-64,12,-1,0,-4,108,104,0,-2,-4
Cc1ccc(-c2nc(N=Nc3ccc(O)cc3)n[nH]2)cc1,98,-80,18,-6,-5,-4,100,99,-1,-2,-3
CC(C)N(c1ccccc1)c1ccc(NC(=S)NCCN(C)C)cc1,103,-69,-2,-1,-4,0,106,?,-4,-1,0
COc1ccccc1N1CCN(C(=O)C2CCCO2)CC1 (centres undefined),99,-17,10,0,-2,1,102,100,2,0,-2
COc1cccc(C2NC(=O)c3ccccc3O2)c1OC (centres undefined),99,-54,13,0,-3,0,98,96,-9,-11,0
Cc1c(OC(=O)CNC(=O)OC(C)(C)C)ccc2c3c(c(=O)oc12)CCC3,98,-18,13,0,4,1,99,101,1,-1,3
COc1ccc(C(=O)NCS(=O)(=O)c2ccc(C)cc2)cc1,101,-19,-1,-1,-1,0,103,104,-2,-1,0
C/C(N)=C(/C#N)C(=O)CSc1nn(-c2ccc(Cl)cc2)c(=S)s1,100,-5,17,-3,-2,-2,105,101,-3,-5,-1
COc1ccc(-c2nn3c(-c4ccccc4)nnc3s2)cc1,100,-48,-21,0,-7,3,106,103,-10,-8,-1
COc1ccc2c(CC(=O)Nc3ccccc3OC)coc2c1,98,-28,4,0,0,0,95,?,-2,-1,1
COc1ccc(S(=O)(=O)NCC(=O)O)cc1C(=O)NC1CCCCC1,92,-30,5,-4,-4,-1,88,88,-1,-2,-2
CCN(CC)C(=O)c1[nH]cnc1C(=O)N[C@@H](C)C(=O)OC(C)(C)C,100,4,-12,-1,4,-3,98,98,1,0,-1
CCN(CC)C(=S)NCCc1ccccc1,101,-21,-6,2,-21,0,100,103,-3,0,1
Cc1ccc(CNC(=O)C2c3ccccc3C(=O)N(C)C2c2c[nH]c3ccccc23)o1 (centres undefined),100,-30,-3,0,0,-1,101,100,0,-3,0
Cc1cc(NC(=O)CCC(=O)N(CCc2ccccc2)C(C(=O)NC2CCCC2)c2ccco2)no1 (centres undefined),103,-3,18,-5,-3,-4,106,110,-4,-4,-1
CCO/N=C(\C)c1c(O)c2ccccc2n(C)c1=O,104,-40,20,-3,-1,-1,105,107,-1,0,19
Cn1nnnc1CCOCCc1nnnn1C,102,-6,3,0,-1,0,106,102,-1,-3,-2
COc1ccc(C)cc1-n1nnnc1SCc1csc(C)n1,101,-2,14,-9,-5,2,100,102,-11,-5,-1
CN(C(=O)c1cnc(N2CCN(c3ncccn3)CC2)c2ccccc12)c1ccc(Cl)cc1,103,-4,-1,-10,-14,-2,100,99,-18,-8,-6

Further compounds follow:
canonical_smiles,RGS8-Gao reg,Mcl1-Bid inh,Mcl1 Noxa PPI,Bim-Bcl-XL,Bcl-B Bim block,Bcl-W Bim block,RGS4-Gao reg,RGS7-Gao,Bim-Bfl-1,Bim-Bcl-2,Bim-Mcl-1
CN(C)c1ccc(/C=C(/C(=O)c2ccc(Cl)cc2Cl)n2cncn2)cc1,104,-12,14,-5,-4,-3,102,103,2,1,-6
CCCCC12CN3CC(C)(CN(C1)C31C(=O)N(C)c3ccc(C)cc31)C2=O (centres undefined),100,-2,10,0,1,-3,102,100,1,5,17
C=CCn1c(SCn2nnc3ccccc3c2=O)nnc1C1CCCCC1,101,-9,-6,-14,-12,-1,101,100,-18,-12,-4
Cc1ccc2c(c1)N(CCC(=O)NCc1ccccn1)C(=O)CO2,102,-77,-21,2,-10,4,102,100,-8,-5,0
Cc1ccc(S(=O)(=O)N2CCOCC2)cc1C(=O)NCc1cccs1,102,-15,-5,-4,-3,-1,102,97,-3,-3,-1
CS(=O)(=O)N(C(=O)NC(=O)NC12CC3CC(CC(C3)C1)C2)C1CCCCC1,102,-6,13,-1,0,-2,104,101,-6,0,0
Cc1ccc(-n2c(SCCN)nnc2-c2cccc(C)c2)cc1,104,-9,7,·,·,·,111,?,·,·,·
COc1cccc(N2CCN(C(=O)c3ccc(CSc4nc5ccncc5[nH]4)cc3)CC2)c1,99,42,8,-1,0,1,98,101,2,0,-2
Cc1cccc(CCNC(=O)C2CCC(=O)N2Cc2ccc(F)cc2)c1 (centres undefined),101,-36,10,-9,-6,-3,99,101,-19,-12,-4
O=C(NNS(=O)(=O)c1ccccc1)c1ccc(O)cc1,101,-10,-2,-7,-6,-2,90,100,-3,-5,-2
